# Source: PubChem BioAssay (Fisher Drug Discovery Resource Center)
# mcGAS inh: blocks mouse cGAS activity; recombinant cGAS, Kinase-Glo ATP depletion luminescence; inhibition, % at 12.5 µM; 160,000 tested, 0.15% active; AID 1259399;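 also: 0% = negative control wells and 100% = reference inhibitor with no enzyme activity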
# hcGAS lum: inhibitors of human cGAS; Q8N884; recombinant h-cGAS, ATP depletion, Kinase-Glo luminescence; inhibition, % at 12.5 µM; 290,000 tested, 0.081% active; AID 1259398;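 also: 0% = vehicle reaction and 100% = reaction without DNA for no activity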
# Target sequence (Q8N884 whole entry, looked up): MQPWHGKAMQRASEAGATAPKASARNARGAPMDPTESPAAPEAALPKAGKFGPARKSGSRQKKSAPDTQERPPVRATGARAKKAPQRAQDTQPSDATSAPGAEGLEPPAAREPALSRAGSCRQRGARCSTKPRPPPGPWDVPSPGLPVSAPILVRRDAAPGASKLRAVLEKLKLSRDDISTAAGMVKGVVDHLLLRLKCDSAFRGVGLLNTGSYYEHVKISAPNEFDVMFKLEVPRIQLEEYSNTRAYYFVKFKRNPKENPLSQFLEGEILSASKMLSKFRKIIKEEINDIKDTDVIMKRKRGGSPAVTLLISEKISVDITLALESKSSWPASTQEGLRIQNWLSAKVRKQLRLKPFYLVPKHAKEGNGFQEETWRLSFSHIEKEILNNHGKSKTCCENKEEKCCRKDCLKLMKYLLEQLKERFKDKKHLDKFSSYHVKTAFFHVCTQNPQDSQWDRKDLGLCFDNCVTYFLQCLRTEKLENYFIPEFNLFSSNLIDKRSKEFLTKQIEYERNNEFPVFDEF
# NPYLR7 agonist: activates Aedes aegypti NPYLR7 receptor | activation, % at 10 µM | HEK293T NPYLR7/Galpha15, GCaMP6s calcium fluorescence | 270,000 tested, 0.15% active; in the data active = activation above about 40%;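 also: 0% = vehicle and 100% = reference agonist at the receptor; some compounds past the cut are filed as inactive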
# Starred values were filed as active, the others as inactive; . = not tested or not shown; & = joins results of further samples. Rule as the data show it, unless noted: active = inhibition above about 40%; inactive = the rest.
smiles,mcGAS inh,hcGAS lum,NPYLR7 agonist
COCC(=O)N1CCN2C(=O)c3ccc(Cl)cc3NC(=O)[C@H]2C1,-6.9,-5.9,-12.6
Cc1csc(SCc2cc(=O)c(OC(=O)c3ccc(C)c(C)c3)co2)n1,-1.9,-5.8,-2.2
Cn1nccc1C(=O)Nc1ccc(Cl)cc1Cl,.,-6.6,-7.6
COc1cc(Cl)c(C2c3cc4c(cc3OC(=N)C2C#N)OCO4)cc1OC (stereo not given),.,-13.5,3.9
CCOC(=O)C1CCN(C(=O)c2ccc(Nc3c(Oc4ccccc4)cnn(C)c3=O)cc2)CC1,-3.6,-7.2,9.1
CC(=O)Nc1ccc(C(=O)N2CCN(Cc3cc(=O)c(OCc4ccc(-c5ccccc5C#N)cc4)co3)CC2)cc1,-4.8,-3.2,23.7
CC(C)c1ccc(CC(=O)N2CCC2(C)C(=O)Nc2ccccc2F)cc1 (stereo not given),-3.6,-8.7,13.3
O=C(c1ccccc1F)N(Cc1nccn1Cc1ccc(Cl)cc1Cl)c1ccccc1,-9.7,-6.0,.
COC(=O)c1ccc(S(=O)(=O)NC2c3ccccc3CC2O)c(C)c1 (stereo not given),.,-10.3,-1.3
COc1cc(OC)c2c(-c3ccccc3)cc(=S)[nH]c2c1,.,-3.3&-12.5,4.9&1.2
Cc1nccn1-c1ncccc1CNC(=O)Nc1ccc(F)c(F)c1,1.5,0.4,2.2
COc1cccc(-c2cc(C(=O)NCc3ccco3)nc3cc(C(C)(C)C)nn23)c1,-8.6,-3.6,6.7
Cc1ncsc1C(=O)NC1CC(C)(C)Cc2c1cnn2-c1cccc(F)c1 (stereo not given),-10.7,-9.2,-0.1
COc1cc(C(=O)N2CCC(n3nc(C(C)C)cc3C(C)C)CC2)ccc1F,-6.4,-3.4,22.7
CCOC(=O)C1CCN(C(=O)CC(c2ccc(Cl)c(Cl)c2)c2c[nH]c3c(CC)cccc23)CC1 (stereo not given),-6.4,-9.0,.
Cc1cc(NC(=O)C2Cc3ccccc3O2)n(-c2cccc(Br)c2)n1 (stereo not given),.,0.9,6.0
CNC(=O)COC(=O)c1cccnc1Nc1ccccc1F,.,-3.3,5.3
O=C(CC1COCCN1)NCc1ccc2c(c1)OCO2 (stereo not given),.,-3.3,-1.9
O=C(C1CCCCn2nnnc21)N1CCC2(CCCO2)CC1 (stereo not given),-18.8,-0.9,24.5
Cc1nc2c(c(NCCC(=O)N3CCC(C)CC3)n1)CCNC2,-8.0,-0.4,10.3
CC(=O)c1c(C)[nH]c(C(=O)CNc2ccc(F)c(C#N)c2)c1C,-14.4,-6.6,2.0
COc1nc(C(=O)N(CCC#N)CC2CC2)cc2ccccc12,.,-12.9,7.7
O=C(CCc1ccccc1)N1CCN(c2nccc(-c3ccc(N4CCOCC4)cc3)n2)CC1,-5.4,-4.8,24.4
CC(Oc1ccc(F)cc1)C(=O)Nc1nc(-c2ccccn2)cs1 (stereo not given),.,-9.4,7.5
Cc1nc(CCc2nncn2C)n(C2CCCCC2)n1,-6.0,-10.0,.
CC1CC(OC(=O)C2CCN(S(=O)(=O)c3ccc(F)cc3)CC2)C(=O)O1 (stereo not given),.,-3.8,-0.2
CCO[C@H]1[C@H](NC(=O)c2ccco2)c2ccccc2C12CCN(C(=O)c1cn3c(C)cccc3n1)CC2,-10.1,-6.0,0.8
O=C(c1cccs1)N(Cc1cccc(Cl)c1)CC1CC(c2cccc(F)c2)=NO1 (stereo not given),-6.7,-6.3,23.9
Cc1ccccc1CN1CCN(Cc2cn[nH]c2-c2ccc(F)cc2)CC1CCO (stereo not given),-11.1,-6.4,.
Nc1n[nH]c(-c2ccc(Br)cc2)n1,1.8,-2.2&-3.5,5.3&10.8
CCS(=O)(=O)c1ccc2c(c1)N(c1ccc(NC(C)=O)cc1)C(=O)C(C)O2 (stereo not given),.,3.3,8.6
CN(CCc1ccccc1)c1ccc2c(-c3ccccn3)noc2n1,-1.9,2.7,-2.3
O=S(=O)(Nc1ccccc1Cc1ccccc1)c1ccccc1F,.,-10.7,-0.8
CN(Cc1ccc2nsnc2c1)C(=O)[C@H]1CCCC[C@H]1C(=O)NC(C)(C)C,-11.6,-4.0,-0.8
Clc1ccc(OCc2nnc3n2N=C2CCCCC2S3)cc1 (stereo not given),.,-0.8&-1.5,10.9&-5.0
O=C(c1cc2c(s1)CCCC2)N1CCN(C(=O)C2CCCO2)CC1 (stereo not given),.,2.5,-1.7
COc1ccccc1CNc1nc(NCCNC(C)=O)c2sccc2n1,.,-11.3,3.3
COc1ccc(CNC(=O)Cn2c(C)csc2=O)cn1,.,1.4,11.9
O=C(COc1ccc(C2SCCCS2)cc1)Nc1ccc2c(c1)NC(=O)CO2,-16.8,-8.0,9.3
CCc1nc2n(n1)C(=O)C(C(c1cccs1)N1CCOCC1)S2 (stereo not given),-8.3,-8.2,-4.1
O=C(NC1CC1)C(Oc1cc(Cl)ccc1Cl)c1ccc(F)cc1 (stereo not given),-1.9,-1.9,6.3
Cc1ccc[n+](CC(=O)c2ccc(N3C(=O)c4ccccc4C3=O)cc2)c1,.,-2.0,-9.0
Cc1ccc(NC(=O)Nc2cnn(C(C)(C)C)c2)c(Cl)c1,.,-5.3,7.9
CNC(=O)CC(C)N(C)C(=O)c1cccc(-c2ccccc2)c1 (stereo not given),.,-1.2,-5.3
COc1ccc(N2C(=O)/C(=C/c3ccc(N(C)C)c([N+](=O)[O-])c3)C(=O)NC2=S)cc1,-2.7,-5.6,-1.8
COc1cc(OC)cc(N2CCN(C(=O)c3cccs3)C(C)C2=O)c1 (stereo not given),-2.3,-0.4,-3.1
COc1ccc(OC)c2c(C)cc(N3CCN(C)C(C(=O)O)C3)nc12 (stereo not given),-13.0,-3.6,.
O=C1N(Cc2ccc(F)cc2)CCCC12CCN(CCc1ccccc1)C2 (stereo not given),.,-10.2,12.6
CC1(C)CC2=NN(c3ccccc3)P(=S)(OCCc3ccccn3)C2=C(N2CCCCC2)C1 (stereo not given),.,0.1,31.1
CCOC(=O)N1CCN(Cc2nc3c(c(=O)[nH]c(=O)n3C)n2Cc2ccccc2C)CC1,.,-7.0,10.3
O=C(c1ccccc1CCc1ccccc1)N1CCN(c2ncccn2)CC1,.,-4.4,1.3
CN(C1=NC(=O)/C(=C/c2cc(Cl)ccc2OCC(=O)O)S1)c1ccc(O)cc1,.,9.7,-0.4
Cc1ccc(OCc2nc(C(=O)NCc3cccnc3)cs2)c(C)c1,-8.2,-4.7,4.4
Cc1cccc(NC(=O)c2ccc3nn(CC(=O)N4CCc5ccccc5C4)c(=O)n3c2)c1,.,-1.6,5.0
C=CCn1cc(CN2CCN(C)C3(CCN(C(=O)C(C)(C)C)CC3)C2)cn1,-17.2,-8.8,0.0
Cc1ccc(C(=O)Nc2sc(C(=O)N3CCCCC3)c(C)c2C#N)cc1,-0.1,1.6,-12.9
CSc1ccc(CN2CCC2(C)C(=O)Nc2ccc(C)c(O)c2)cc1 (stereo not given),.,-7.2,8.7
CC(NC(=O)N1CC2C3CCC(O3)C2C1)c1cccc(Cl)c1 (stereo not given),-2.7,1.6&2.7,-21.2&-5.6
CCn1c(Cn2cncn2)nnc1C1CCN(C(=O)C2(C)CCNCC2)CC1,-5.8,-12.2,.
COc1cc(=O)n(-c2ccccc2)nc1C(=O)NC(C)(C)C,.,-4.9,2.5

# Looked up above:
# `COc1cc(=O)n(-c2ccccc2)nc1C(=O)NC(C)(C)C` in NPYLR7 agonist has 2.5
# `CC(NC(=O)N1CC2C3CCC(O3)C2C1)c1cccc(Cl)c1` (stereo not given) in NPYLR7 agonist has -21.2&-5.6
# `CN(C1=NC(=O)/C(=C/c2cc(Cl)ccc2OCC(=O)O)S1)c1ccc(O)cc1` in NPYLR7 agonist has -0.4

# (listing goes on)
smiles,mcGAS inh,hcGAS lum,NPYLR7 agonist
Cn1c(=O)n(CCN2CCCCC2)c(=O)c2c1nc1n2CCN1c1ccc(Oc2ccccc2)cc1,-6.6,-2.9,0.2
Cc1cccc(-c2noc(CN(C)Cc3cn[nH]c3-c3ccc(F)cc3)n2)c1,-10.6,-2.5,1.0
CCOc1ccc(C(C)NC(=O)c2ccccc2S(C)(=O)=O)cc1 (stereo not given),.,-14.4,0.3
CCSc1nc(CC(=O)N(C)C(C)c2ccon2)cs1 (stereo not given),-18.4,-9.4,23.1
COc1ccc(NC(=O)c2cnc(N3CCN(C4CCCCC4)CC3)nc2N)cc1,-4.3,-2.3,3.3
Cc1ccc(C)c(NC(=O)CN(C)C(=O)c2ccc3nncn3c2)c1,.,-6.4,12.8
CC(C)C(CNc1ccc(S(N)(=O)=O)cc1[N+](=O)[O-])N1CCCCCC1 (stereo not given),.,-7.5,5.7
CCOc1ccccc1-n1nnc(C(=O)NCC2CCCO2)c1C (stereo not given),0.8,3.6,4.4
Cc1ccc(C(=O)N2N=C3CCCCC3C2(O)C(F)(F)F)c(Cl)c1 (stereo not given),-2.1,-4.6,-3.7
N#Cc1ccccc1NC(=O)c1cc(N2CCNC2=O)ccc1Cl,.,-8.1,3.9
O=P1(NNC(=S)Nc2ccccc2)C=C(c2ccccc2)OC(c2ccccc2)=C1,.,-16.8,2.8
CC(C)C(=O)Nc1cccc(F)c1C(=O)NC1CCC(O)CC1 (stereo not given),-14.5,-8.6,-5.2
COC(=O)C1=C(C)N(C)C(=O)NC1c1ccc(O)c(O)c1 (stereo not given),.,-7.4,42.6
O=C(COCc1ccccc1)NCCNc1nc(-c2ccco2)nc2ccccc12,-0.4,1.4,-1.8
CCn1c(C2CCCN(c3nc(C)cc(C)n3)C2)nn(CCN(C)C)c1=O (stereo not given),-13.1,-9.0,-3.3

# A stretch of the results above:
smiles,mcGAS inh,hcGAS lum,NPYLR7 agonist
Cn1c(=O)n(CCN2CCCCC2)c(=O)c2c1nc1n2CCN1c1ccc(Oc2ccccc2)cc1,-6.6,-2.9,0.2
Cc1cccc(-c2noc(CN(C)Cc3cn[nH]c3-c3ccc(F)cc3)n2)c1,-10.6,-2.5,1.0
CCOc1ccc(C(C)NC(=O)c2ccccc2S(C)(=O)=O)cc1 (stereo not given),.,-14.4,0.3

# Quoted at random: four entries already listed, in no set order.
smiles,mcGAS inh,hcGAS lum,NPYLR7 agonist
N#Cc1ccccc1NC(=O)c1cc(N2CCNC2=O)ccc1Cl,.,-8.1,3.9
CCn1c(C2CCCN(c3nc(C)cc(C)n3)C2)nn(CCN(C)C)c1=O (stereo not given),-13.1,-9.0,-3.3
Cc1ccc(C)c(NC(=O)CN(C)C(=O)c2ccc3nncn3c2)c1,.,-6.4,12.8
O=P1(NNC(=S)Nc2ccccc2)C=C(c2ccccc2)OC(c2ccccc2)=C1,.,-16.8,2.8

# Continuation.
smiles,mcGAS inh,hcGAS lum,NPYLR7 agonist
C(#CCSc1nc2ccccc2[nH]1)CSc1nc2ccccc2[nH]1,-4.0,-1.1,0.3
O=C(NCc1ccc(Cl)cc1)C1CCCN(S(=O)(=O)c2cccs2)C1 (stereo not given),.,-3.9,-0.1
CCc1nc2ccc(C(=O)NCCNC(C)=O)cn2c1N(CC)C(C)=O,-2.5,-5.9,0.2
Cc1cccc(NC(=O)CSc2ncnc3sc4c(c23)CCC4)c1C,-4.1,-7.0,-4.7
Cc1ccc(Cn2c(=O)c3c(nc4n(CCCN(C)C)c(C)cn34)n(C)c2=O)cc1,.,-6.5,-3.5
CCc1nccn1CCC(=O)N1CC[C@H](CO)[C@H](O)C1,.,-8.7,21.0
O=C(N[C@H]1C[C@H]2C(=O)NCC(=O)N2C1)c1cccc(Cn2cccn2)c1,.,-4.9,-3.8
CCS(=O)(=O)c1ccc(CC(=O)N(Cc2ccccn2)c2nc3c(OC)ccc(C)c3s2)cc1,-8.2,-0.2,-3.5
COc1cc(CN2CCC(C(=O)NC(c3ccc4ccccc4n3)c3cccs3)CC2)cc(OC)c1 (stereo not given),-1.9,0.6,1.0
CCOC(=O)CC(=O)CSc1ccc2nnc(-c3ccc(OCC)cc3)n2n1,-6.8,-4.3,14.0
COc1ccc(N2CC(c3nnc(SCC(=O)c4ccc(Cl)cc4)o3)CC2=O)cc1Cl (stereo not given),.,-0.1,3.3
Cc1nc2c(c(C(F)(F)F)n1)CC(C(=O)NC(C)CS(C)(=O)=O)CC2 (stereo not given),-10.6,-4.6,-1.6
CCCc1cc(=O)[nH]c(-n2nc(C)cc2NC(=O)c2cccc(F)c2)n1,-7.0,-4.2,10.2
O=C(c1cc(F)ccc1F)N1CCN(c2nccc(-c3ccc(Oc4ccccc4)cc3)n2)CC1,-5.3,-5.0,3.9
C=CCN1C(=O)NC(c2ccc(C(F)(F)F)cc2)C2=C1CN(CCOC)C2=O (stereo not given),-4.8,2.7,.
CN(C)c1ccc(NC2=C([N+](=O)[O-])CS(=O)(=O)C2)cc1,.,-4.3,0.0
CCOC(=O)C1(CCOc2ccccc2)CCCN(C(=O)c2ccc(OC)o2)C1 (stereo not given),.,-4.7,11.5
Fc1ccc(Oc2cc(N3CCCCCC3)ncn2)c(Cl)c1,-5.8,0.6,-3.9
CC(C)C(NCC(=O)Nc1ccccc1C(N)=O)c1ccccc1 (stereo not given),.,-4.9,8.0
c1ccc(-c2nc3c(s2)CCCC3)c(CN2CCOCC2)c1,-3.3,-2.8,1.6
Cc1cc(C)c2c(C)c(C(=O)NCC(C)(C)N(C)C)sc2n1,-9.3,-13.6,1.7
CC(=O)NCCNC(=O)C1(C)CCN1Cc1csc2ccccc12 (stereo not given),-1.6,-1.3,-2.1
COCCN(Cc1cccs1)C(=O)c1coc2c1C(=O)CCC2,.,-1.6,0.8
NC(=O)CN(C(=O)C1CCCC1)c1ccccc1,.,-5.6,2.0
